# RBBP9 inh: inhibitors of human serine hydrolase RBBP9; recombinant RBBP9, FP-Rh probe fluorescence polarization; inhibition, % at 7.94 µM; hit rate 0.2% among 220,000;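 active = inhibition above the campaign mean of all tested compounds plus 3 SD, cut at about 14% in these data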;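 note: plate controls were DMSO wells with RBBP9 for no effect and wells lacking RBBP9 protein for full effect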
# Target sequence (O75884 whole entry, looked up): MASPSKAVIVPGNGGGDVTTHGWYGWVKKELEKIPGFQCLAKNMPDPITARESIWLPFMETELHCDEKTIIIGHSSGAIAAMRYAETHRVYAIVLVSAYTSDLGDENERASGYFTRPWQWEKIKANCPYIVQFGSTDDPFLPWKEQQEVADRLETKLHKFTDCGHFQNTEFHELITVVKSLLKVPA
#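 Controls: DMSO-treated enzyme wells and wells lacking RBBP9 | Material: RBBP9 protein | Technique: Fluorescence polarization | Replication: Single well per compound, no replicates | Buffer or medium: Tris-NaCl-Pluronic buffer, pH 8.0 | Timing: 30 min compound preincubation, 45 min probe labeling, 25 °C | Read-out basis: Percent inhibition from mP, scaled between DMSO and no-protein wells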
# Furin inhibitor: human furin inhibition; P09958; AID 463115; hit rate 0.061% among 220,000; inhibition, % at 30 µM; purified furin, fluorogenic substrate cleavage; in the data active = inhibition above about 25%; note: inactives centre near -15
# Target sequence (P09958 108-714 limits assumed): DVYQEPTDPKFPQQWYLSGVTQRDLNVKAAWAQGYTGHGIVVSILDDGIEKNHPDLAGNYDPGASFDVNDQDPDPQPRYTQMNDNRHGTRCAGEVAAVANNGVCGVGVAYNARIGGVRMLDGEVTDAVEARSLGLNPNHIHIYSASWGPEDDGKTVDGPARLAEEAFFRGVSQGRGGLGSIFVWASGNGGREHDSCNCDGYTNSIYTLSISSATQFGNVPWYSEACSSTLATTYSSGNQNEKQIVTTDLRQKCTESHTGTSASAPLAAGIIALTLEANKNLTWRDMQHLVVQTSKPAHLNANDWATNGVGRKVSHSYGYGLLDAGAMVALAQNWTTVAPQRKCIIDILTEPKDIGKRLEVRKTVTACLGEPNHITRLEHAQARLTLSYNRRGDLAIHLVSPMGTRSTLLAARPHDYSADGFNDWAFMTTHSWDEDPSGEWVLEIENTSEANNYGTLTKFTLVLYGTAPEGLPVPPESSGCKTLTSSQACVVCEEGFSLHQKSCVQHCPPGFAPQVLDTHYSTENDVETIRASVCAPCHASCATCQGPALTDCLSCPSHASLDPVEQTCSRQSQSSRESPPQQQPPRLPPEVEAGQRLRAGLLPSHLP
# p47phox inh: inhibitors of human p47phox binding; P14598; hit rate 0.53% among 220,000; inhibition, % at 24.7 µM; p47phox/p22phox peptide binding, fluorescence polarization, 2 h; AID 1274;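 active = inhibition above about 30%, limit read from the data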;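 note: 0% = p47phox with labelled peptide and 100% = labelled peptide alone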
# EBV gp42 inh: EBV gp42 inhibition; Q1HVG2; Fluorescence polarization binding assay, mP read-out; inhibition, % (tested at 21.74 µM); hit rate 0.42% among 220,000; AID 1085; in the data active = inhibition above about 50%
# Target sequence (Q1HVG2 whole entry, looked up): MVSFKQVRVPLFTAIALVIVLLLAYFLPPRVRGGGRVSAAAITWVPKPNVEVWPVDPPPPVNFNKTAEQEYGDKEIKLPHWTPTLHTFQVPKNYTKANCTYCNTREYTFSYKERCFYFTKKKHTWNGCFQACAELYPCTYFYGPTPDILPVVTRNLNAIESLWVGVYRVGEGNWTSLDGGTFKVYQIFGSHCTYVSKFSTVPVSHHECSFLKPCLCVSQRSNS
# Tb hexokinase: blocks Trypanosoma brucei hexokinase 1 activity. hit rate 0.11% among 220,000. recombinant TbHK1, G6PDH-coupled NADH A340. inhibition, % at 10 µM;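 active = inhibition of 50% or more in the single-dose primary screen; inactive = inhibition below 50%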
# Runt-CBFb FRET: blocks binding of human RUNX1 Runt domain to CBFb. Q01196+Q13951. Cerulean-Runt/Venus-CBFb FRET ratio 530/480, 1 h. inhibition, % at 20 µM. hit rate 0.46% among 220,000. AID 1496;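 active = inhibition over about 50% at 20 µM in the single-dose screen, limit read from the data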;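 note: 0% = DMSO wells and 100% = excess unlabeled CBFb competitor control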
#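 test system = Cerulean-tagged RUNX1 Runt domain (FRET donor) fusion protein | reagent = Venus-CBFb binding partner, 100 nM | incubation = protein complex preformed 1 h, compound exposure 1 h, room temperature, dark | detection = FRET fluorescence | read-out basis = loss of energy transfer signal | controls = 5 µM unlabeled CBFb as full-inhibition high control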
# p97 ATPase inh: inhibitors of human p97 ATPase. recombinant p97 ATPase, Kinase-Glo ATP luminescence, 3 h. AID 1481. hit rate 0.42% among 220,000. inhibition, % at 8 µM. P55072; in the data active = inhibition above about 15%;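 note: 0% = DMSO vehicle and 100% = wells lacking enzyme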
# Calpain2 inh: inhibitors of pig calpain II; hit rate 0.37% among 220,000; purified calpain II, fluorogenic peptide substrate, 30 min; inhibition, % at 16 µM;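 active = inhibition above about 50%, limit read from the data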
# Runt-SMMHC FRET: inhibitors of human RUNX1 Runt domain binding to CBFb-SMMHC | Cerulean-Runt/Venus-CBFb-SMMHC FRET ratio 530/480, 1 h | Q01196+Q13951 | hit rate 0.74% among 220,000 | inhibition, % at 20 µM;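 active = mean inhibition across duplicate retests at 20 µM reaching about 50%, limit read from the data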;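 note: 0% = DMSO wells and 100% = wells with excess untagged CBFb-SMMHC; inhibitors lower the FRET ratio by blocking Runt binding to CBFb-SMMHC; some results filed as inactive read as strong as hits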
# Starred values were filed as active, the others as inactive; i = inactive; x = not tested or not shown; [ ] = another dose, or the depositor's remark. This is a random part of the collection (roughly 2.7% active in at least one column).
SMILES,RBBP9 inh,Furin inhibitor,p47phox inh,EBV gp42 inh,Tb hexokinase,Runt-CBFb FRET,p97 ATPase inh,Calpain2 inh,Runt-SMMHC FRET
Cc1cc(C)c(NC(=O)Cn2cnc3c(oc4ccccc43)c2=O)c(C)c1,-1,-11,2,-6,-4,-5,3,3,-1
Cc1ccc(C)c2c1c1ccccc1n2C,-10,-9,-16,-6,-18,-3,6,-24,0
O=C(Cc1nc2ccccc2[nH]1)c1cccc([N+](=O)[O-])c1,2,-10,-14,-14,-5,3,12,-108,-1
CCOc1cc(/C=C2/N=C(C)C(C(=O)OC)=C2O)ccc1O,-1,-14,-40,-43,-15,-4,6,-11,-15
COc1cc(CNC2CCCCC2OC)cc(OC)c1 (centres undefined),2,-18,7,-1,-3,-1,0,4,-2
CC(C)CC(NC(=O)C(NC(=O)OC(C)(C)C)C(C)C)C(=O)NC(CCC(=O)OCc1ccccc1)C(N)=O (centres undefined),-1,-16[20 µM],-9,-8,-8,-5,-3,13,-4
COC(=O)c1ccccc1COn1c(=O)c[n+]([O-])c2ccccc21,8,-11[20 µM],6,-14,-7,-6,7,-11,-6
CCc1ccc(C(=O)N/N=C/c2ccc(Cl)cc2Cl)nc1,-4,-3,-18,-12,25,-2,-2,9,4
CCN(CC)c1ccc(/C=N/NC(=O)C(O)c2ccccc2)cc1 (centres undefined),-7,-16,-6,-14,-36,6,2,-418,8
CCN(CC)CC(=O)c1c[nH]c2ccc(C)cc12,7,-8,-17,-16,8,1,7,9,-5
COCCN(CCOC)Cc1c(O)ccc2c3c(c(=O)oc12)CCC3,-3,-277,-17,-17,-26,44,2,i,93*
Cc1cccc(N/N=C2/COC(C)(C)CC2=O)c1,-3,1,-6,-14,8,-1,0,16,0
N#CC1C(=O)NC(N2CCN(c3ccccc3)CC2)=NC12CCCCC2 (centres undefined),-3,-5,-10,-3,3,1,3,-49,4
COCCCNc1c2c3c(cccc3[nH]c1=O)C(=O)c1ccccc1-2,49*,13,-216,-88,-15,-3,-6,-13,-71
NC(=O)c1ccccc1NC(=S)NC(=O)c1ccc(Br)o1,-7,-15,-11,-8,2,4,4,-3,-3
CCCn1c(SCC(=O)N2CCCCC2)nnc1-c1ccccn1,-11,-23,4,-2,-5,2,0,-12,1
CCN1Cc2c(/C=C/c3ccccc3)nc3ccc(OC)cc3c2N(c2cccc(Cl)c2)C1,-18,-9,-41,-15,-57,-25,4,-30,-4
CCOC(=O)N1CCN(C(=O)COc2ccccc2OC)CC1,-2,-14,-9,2,7,0,6,-24,2
O=S(=O)(NCc1cccnc1)c1cccs1,-3,-11,-7,-20,9,0,2,8,0
CCOC(=O)c1[nH]c(C)c(C(=O)NC(C)(C)C)c1C,-4,-21,0,-22,-1,-1,3,-19,-2

# The closing 2 compounds of the section above open the next one:
SMILES,RBBP9 inh,Furin inhibitor,p47phox inh,EBV gp42 inh,Tb hexokinase,Runt-CBFb FRET,p97 ATPase inh,Calpain2 inh,Runt-SMMHC FRET
O=S(=O)(NCc1cccnc1)c1cccs1,-3,-11,-7,-20,9,0,2,8,0
CCOC(=O)c1[nH]c(C)c(C(=O)NC(C)(C)C)c1C,-4,-21,0,-22,-1,-1,3,-19,-2
COC(=O)c1ccc(-c2ccco2)n1Cc1cccc(C)c1,1,-18[20 µM],-28,-7,12,0,-1,19,2
CCCOc1ccc2c(C)c(CC(=O)OC)c(=O)oc2c1,4,-82[20 µM],-7,-5,-22,-2,0,-442,2
CN(C)/C=C(/C#N)C(=O)c1cccc(Oc2ccc(C(C)(C)C)cc2)c1,-15,-2[20 µM],-38,-11,-11,-6,-5,-10,-9
N#Cc1c(/N=C/c2ccccc2)oc(-c2ccccc2)c1-c1ccccc1,-2,-14[20 µM],-5,-9,-7,0,-4,-28,-3
Cc1cccc(CC2CC(=O)N(c3ncccn3)C2=O)c1 (centres undefined),5,-5[20 µM],-5,-17,5,-1,5,7,-1
COc1ccccc1N(CC(O)Cn1ccnc1C)S(=O)(=O)c1ccc(C)cc1 (centres undefined),-3,-21,-6,-11,9,1,3,-29,-1
O=S(=O)(/C=C/c1ccccc1)NCCc1ccccn1,-6,-19,-9,0,8,-1,1,14,0
COc1ccc(/C=C(\C#N)C(=O)OCC(=O)N2CC(C)OC(C)C2)cc1 (centres undefined),-9,-14,5,-11,-25,0,2,-20,2
COc1cccc(N2C(=O)C(c3ccccc3)=C(c3nc4ccccc4s3)C2NC(C)=O)c1 (centres undefined),-8,-11[20 µM],-40,-11,-19,-2,-1,-40,-2
CC(=O)c1ccc2noc(-c3ccc(Cl)cc3)c2c1,-13,-11,-14,-9,-3,0,0,-29,3
COc1ccccc1NC(=O)c1c(Br)cnn1C,-6,-24,1,5,0,0,1,-20,-7
COCCNC(=S)N1CCN(c2cccc(C)c2C)CC1,-2,-6,2,10,-5,-3,3,17,-1
Cc1ccc(S(=O)(=O)Oc2cccc(/C=N/Nc3ccc(C(=O)O)cc3)c2)cc1,7,-13,-23,3,-49,-11,7,28,-2
CCN(CC)c1ccc2c(Nc3ccccc3)c(C=O)c(=O)oc2c1,2,-24,-35,-28,-5,x,13,2,x
Cc1cc(C)cc(NC(=O)CCCSc2nc3ccccc3[nH]2)c1,-8,-24,-12,-7,6,-3,2,4,4
Cc1cc(C)cc(NC(=S)NC2CC3CCCC(C2)N3C2CC2)c1 (centres undefined),-5,-13,-3,1,3,-1,2,-29,3
COc1cccc(OCCSc2nnc3sc4ccccc4n23)c1,3,-4[20 µM],5,11,-1,-1,-1,17,-3
O=C(CNC(=S)NC(=O)c1ccc(F)cc1)c1ccccc1,-6,-25,-2,9,-6,2,3,-5,2
O=S1(=O)N=C(N/N=C/C=C/c2ccccc2)c2ccccc21,0,-12,2,-13,-18,1,9,3,0
COc1ccc(NC(=O)Cn2nnc(C(=O)Nc3ccccc3C)c2N)cc1,-1,-13,-10,-26,-4,1,3,-10,-33

# At a glance, some entries already given.
SMILES,RBBP9 inh,Furin inhibitor,p47phox inh,EBV gp42 inh,Tb hexokinase,Runt-CBFb FRET,p97 ATPase inh,Calpain2 inh,Runt-SMMHC FRET
Cc1cc(C)cc(NC(=O)CCCSc2nc3ccccc3[nH]2)c1,-8,-24,-12,-7,6,-3,2,4,4
Cc1cc(C)cc(NC(=S)NC2CC3CCCC(C2)N3C2CC2)c1 (centres undefined),-5,-13,-3,1,3,-1,2,-29,3
COc1cccc(OCCSc2nnc3sc4ccccc4n23)c1,3,-4[20 µM],5,11,-1,-1,-1,17,-3
O=C(CNC(=S)NC(=O)c1ccc(F)cc1)c1ccccc1,-6,-25,-2,9,-6,2,3,-5,2
O=S1(=O)N=C(N/N=C/C=C/c2ccccc2)c2ccccc21,0,-12,2,-13,-18,1,9,3,0
COc1ccc(NC(=O)Cn2nnc(C(=O)Nc3ccccc3C)c2N)cc1,-1,-13,-10,-26,-4,1,3,-10,-33

# Remaining list, next part:
SMILES,RBBP9 inh,Furin inhibitor,p47phox inh,EBV gp42 inh,Tb hexokinase,Runt-CBFb FRET,p97 ATPase inh,Calpain2 inh,Runt-SMMHC FRET
COCCn1c(SCC(=O)Nc2ncc(C)s2)nc2sc3c(c2c1=O)CCC3,-10,-26,-11,-13,-13,-4,4,-20,2
Cc1cc(C(=O)Nn2cnc3ccccc3c2=O)ccc1[N+](=O)[O-],0,-24,-1,-10,-8,2,5,21,-4
COCC(C)NC(=O)c1ccc(-n2nc(C(F)(F)F)cc2-c2cccs2)cc1 (centres undefined),-3,-9[20 µM],-11,-10,-6,-1,-5,0,-3
Fc1ccccc1NC(=S)N1CCCCC1,-5,-3,-8,-12,3,1,0,-13,-4
COc1ccc(C(=N/O)/C(=N/O)c2ccc(OC)cc2)cc1,-1,-23,-12,2,10,1,4,-17,1
C=CCNC(=S)NCC,-2,-18,4,-10,-2,-1,8,-21,0
CC(=O)Nc1ccc(NC(=O)COC(=O)c2ccc(C)s2)cc1,5,-23[20 µM],-7,0,-10,0,0,-30,-5
COc1ccc(NS(=O)(=O)c2cc(NC(=O)C3CC3)ccc2N2CCCCC2)cc1,-3,-21,-8,7,-5,0,1,-52,3
COc1cc(/C=C2\SC(=Nc3ccc(F)cc3)N(c3ccc(F)cc3)C2=O)ccc1OCC(=O)O,-3,-4,-2,-2,-21,0,-1,-86,-1
COc1ccc(CC(=O)NNC(=S)Nc2ccccc2)cc1Br,-6,-15[20 µM],-26,-4,14,4,4,-3,4
O=C(Nc1ccc(-c2nnco2)cc1)c1ccccc1,-1,-23[20 µM],0,0,-4,1,3,-11,-3
COCCNC(=S)N/N=C(\C)c1ccc(OC)cc1,-4,-21,-11,-13,-14,1,3,-1,-4
CCOC(=O)c1sc(NC(=O)CSc2nnc(Cc3ccccc3)o2)c(C(=O)OCC)c1C,-2,-15[20 µM],-18,-7,10,-7,-6,30,-1
COC(=O)c1c(NC(NC(=O)C(C)(C)C)C(Cl)(Cl)Cl)sc2c1CCC2 (centres undefined),-2,-11[20 µM],-21,15,-3,4,-4,15,8
CCOC(=O)c1cn[nH]c1NC(=S)Nc1ccc(OC)cc1,10,-1,-4,-12,-4,12,4,8,-3
Cc1cc(C)c(NC(=O)c2ccc(S(=O)(=O)N(C)C)cc2)c(C)n1,0,-23[20 µM],-7,-15,1,1,-3,-7,0
CC(C(=O)O)N1C(=O)CSc2ncccc21 (centres undefined),-2,-15,-10,-11,15,0,1,-3,-2
O=C(COc1ccc([N+](=O)[O-])cc1Cl)NCCc1ccccc1,-11,-14,-7,-9,31,-9,-1,12,-6
Cc1c(C(=O)N2CCN(c3ccccn3)CC2)sc2ncnc(N3CCN(c4ccccc4)CC3)c12,-11,-19[20 µM],x,x,-5,x,4,x,x
Clc1ccc2c(NCc3ccccn3)ncnc2c1,0,-8[20 µM],-3,-15,15,2,2,24,-5
Cc1cc(Cl)ccc1OCCCC(=O)N1CCN(C(=O)c2ccco2)CC1,-6,-19,-6,-14,8,-2,0,-47,1
CC(C)Oc1ccc(C(=O)OC(C)C(=O)Nc2nc(-c3cccc([N+](=O)[O-])c3)cs2)cc1 (centres undefined),-10,-4,-18,-1,-7,-1,-2,-7,5
CCOC(=O)C1=C(c2ccccc2)N=c2s/c(=C\c3ccco3)c(=O)n2C1c1cccs1 (centres undefined),-4,-10[20 µM],-10,-23,-2,x,-1,-53,-46
CCCCOC(=O)CCCN1C(=O)/C(=C2\SC(=S)N(CCCC(=O)OCCCC)C2=O)SC1=S,-13,-22,-20,-7,-3,0,2,-4,-9
CC(=O)NC(Cc1ccccc1C)C(=O)NC1CCN(c2nnnn2-c2ccccc2)CC1 (centres undefined),-4,-17,11,1,-14,2,0,-14,4
Cc1cccc(-n2nnc3cnn(C)c3c2=O)c1,-10,0[20 µM],-10,-6,1,0,-7,-1,0
Cc1cc(C)c(S(=O)(=O)N(CC(=O)N2CCOCC2)C2CCCCC2)c(C)c1,-4,-18[20 µM],-8,-7,-6,-3,-5,5,0
Cc1cc(C(=O)N/N=C/c2ccc(-c3ccccc3Cl)o2)n[nH]1,-5,-10,-23,-35,-14,-3,6,-14,2
COC(=O)c1ccc2c(=O)[nH]c(CN3c4ccccc4CC3C)nc2c1 (centres undefined),1,-29,-13,12,-8,-2,7,-33,-2
CC(CC(=O)Nc1ccc(C(N)=O)cc1)c1ccccc1 (centres undefined),3,-17,2,-6,33,-1,4,-6,0
Oc1ccc(Cl)cc1CNc1ccc(Br)cn1,-7,-21[20 µM],-13,-11,5,0,0,22,-6
Cc1ccc(C(=O)CNc2cccc(Cl)c2)cc1,-2,-22,-13,-15,-2,3,5,-2,0
Cc1ccc(SCC(=O)N2CCN(c3ccccn3)CC2)cc1,-8,-15,-10,-31,-7,-1,4,-2,-1

# Bioassay records (PubChem)
